Pf apPOL block = Pf-apPOL inhibitors, biochemical, fluorescence | AID 1794808, 2022 | 210,000 tested, 0.25% active | inhibition, % at 10 µM | Recombinant Pf-apPOL, molecular beacon fluorescence, 1.5 h
mHTT CaM bind = mutant huntingtin-calmodulin interaction inhibitors – biochemical, AlphaScreen, primary screen. inhibition, % at 15 µM. AlphaScreen His-mHTT/GST-CaM binding, luminescence. 190,000 tested, 3.6% active. P42858;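 note: 0% = both proteins with DMSO and 100% = one protein alone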
Target sequence (P42858 whole entry, looked up, stated change not applied): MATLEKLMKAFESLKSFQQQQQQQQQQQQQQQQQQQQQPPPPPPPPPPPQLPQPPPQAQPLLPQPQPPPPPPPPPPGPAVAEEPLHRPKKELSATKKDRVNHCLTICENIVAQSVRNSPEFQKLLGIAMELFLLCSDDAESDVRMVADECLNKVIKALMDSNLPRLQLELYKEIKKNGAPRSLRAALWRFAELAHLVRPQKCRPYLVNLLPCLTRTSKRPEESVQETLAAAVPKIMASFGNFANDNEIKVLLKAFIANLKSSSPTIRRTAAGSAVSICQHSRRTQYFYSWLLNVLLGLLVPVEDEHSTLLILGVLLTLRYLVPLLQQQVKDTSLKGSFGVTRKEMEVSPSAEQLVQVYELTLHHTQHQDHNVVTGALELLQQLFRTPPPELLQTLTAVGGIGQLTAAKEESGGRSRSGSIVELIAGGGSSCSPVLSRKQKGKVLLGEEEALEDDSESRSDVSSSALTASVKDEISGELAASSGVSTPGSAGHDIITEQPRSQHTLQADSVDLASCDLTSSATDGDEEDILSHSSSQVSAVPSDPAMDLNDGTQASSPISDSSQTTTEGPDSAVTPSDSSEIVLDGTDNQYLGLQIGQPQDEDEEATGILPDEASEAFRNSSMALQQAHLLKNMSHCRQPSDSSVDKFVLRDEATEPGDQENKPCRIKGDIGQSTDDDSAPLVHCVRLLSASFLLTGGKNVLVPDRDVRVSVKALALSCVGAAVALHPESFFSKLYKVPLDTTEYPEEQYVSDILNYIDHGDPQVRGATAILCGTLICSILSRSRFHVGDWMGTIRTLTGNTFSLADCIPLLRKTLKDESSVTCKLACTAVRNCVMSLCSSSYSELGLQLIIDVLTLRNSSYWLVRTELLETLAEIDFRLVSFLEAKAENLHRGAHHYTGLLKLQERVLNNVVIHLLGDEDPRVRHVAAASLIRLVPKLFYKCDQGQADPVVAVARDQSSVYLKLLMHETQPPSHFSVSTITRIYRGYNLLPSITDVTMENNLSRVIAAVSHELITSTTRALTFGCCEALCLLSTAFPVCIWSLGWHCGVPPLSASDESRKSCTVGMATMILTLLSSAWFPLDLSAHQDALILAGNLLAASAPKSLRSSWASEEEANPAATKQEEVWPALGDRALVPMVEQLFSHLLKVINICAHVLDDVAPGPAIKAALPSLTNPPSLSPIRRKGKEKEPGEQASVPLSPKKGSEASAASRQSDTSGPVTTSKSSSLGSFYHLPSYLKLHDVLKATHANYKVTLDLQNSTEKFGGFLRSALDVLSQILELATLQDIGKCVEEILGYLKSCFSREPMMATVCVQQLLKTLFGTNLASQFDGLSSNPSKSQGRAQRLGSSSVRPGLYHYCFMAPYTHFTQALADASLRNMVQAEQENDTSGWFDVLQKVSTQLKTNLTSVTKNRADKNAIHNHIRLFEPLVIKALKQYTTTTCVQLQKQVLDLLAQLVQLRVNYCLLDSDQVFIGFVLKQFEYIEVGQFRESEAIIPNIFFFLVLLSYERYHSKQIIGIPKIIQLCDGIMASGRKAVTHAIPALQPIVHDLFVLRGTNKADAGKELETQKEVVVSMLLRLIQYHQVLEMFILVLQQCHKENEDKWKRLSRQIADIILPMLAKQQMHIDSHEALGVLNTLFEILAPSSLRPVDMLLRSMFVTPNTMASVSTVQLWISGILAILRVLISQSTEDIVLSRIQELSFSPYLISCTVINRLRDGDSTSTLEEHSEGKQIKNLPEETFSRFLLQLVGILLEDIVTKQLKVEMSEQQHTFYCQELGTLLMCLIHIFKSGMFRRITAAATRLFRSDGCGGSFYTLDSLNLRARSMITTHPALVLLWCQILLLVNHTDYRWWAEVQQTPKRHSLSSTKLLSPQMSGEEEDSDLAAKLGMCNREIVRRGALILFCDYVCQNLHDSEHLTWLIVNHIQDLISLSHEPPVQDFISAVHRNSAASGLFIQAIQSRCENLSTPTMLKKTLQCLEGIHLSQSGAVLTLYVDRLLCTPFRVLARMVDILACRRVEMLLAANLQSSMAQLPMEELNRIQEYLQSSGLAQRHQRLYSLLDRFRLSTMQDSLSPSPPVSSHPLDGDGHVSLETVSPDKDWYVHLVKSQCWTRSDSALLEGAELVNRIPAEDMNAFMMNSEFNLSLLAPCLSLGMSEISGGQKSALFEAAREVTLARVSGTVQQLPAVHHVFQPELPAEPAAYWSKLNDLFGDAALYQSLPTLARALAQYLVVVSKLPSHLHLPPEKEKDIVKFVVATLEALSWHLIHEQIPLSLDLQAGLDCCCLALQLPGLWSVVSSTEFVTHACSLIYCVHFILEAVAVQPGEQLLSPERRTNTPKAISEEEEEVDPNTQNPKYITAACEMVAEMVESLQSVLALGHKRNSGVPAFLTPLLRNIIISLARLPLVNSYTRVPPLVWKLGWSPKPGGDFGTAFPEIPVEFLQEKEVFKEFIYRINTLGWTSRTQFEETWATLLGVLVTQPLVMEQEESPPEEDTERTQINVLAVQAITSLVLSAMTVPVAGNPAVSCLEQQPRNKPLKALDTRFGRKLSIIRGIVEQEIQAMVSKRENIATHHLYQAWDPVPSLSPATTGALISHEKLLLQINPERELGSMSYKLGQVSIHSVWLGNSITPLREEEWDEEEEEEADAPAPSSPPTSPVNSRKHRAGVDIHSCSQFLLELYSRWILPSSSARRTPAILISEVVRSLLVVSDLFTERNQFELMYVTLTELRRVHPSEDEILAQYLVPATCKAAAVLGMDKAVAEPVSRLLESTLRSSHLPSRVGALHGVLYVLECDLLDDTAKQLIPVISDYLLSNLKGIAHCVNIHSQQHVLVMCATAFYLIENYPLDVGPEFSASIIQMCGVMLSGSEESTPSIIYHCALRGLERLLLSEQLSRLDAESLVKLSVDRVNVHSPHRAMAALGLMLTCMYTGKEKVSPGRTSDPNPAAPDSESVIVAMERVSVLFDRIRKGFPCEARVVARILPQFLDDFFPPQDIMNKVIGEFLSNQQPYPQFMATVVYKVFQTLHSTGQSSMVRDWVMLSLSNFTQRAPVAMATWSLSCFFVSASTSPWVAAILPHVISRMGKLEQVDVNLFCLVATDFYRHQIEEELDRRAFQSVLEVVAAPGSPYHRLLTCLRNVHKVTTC
* = called active by the depositor; · = no result given; & = joins results of further samples; ! = a repeat was not active. Cut-off read from the data, not from the text of the source: active = inhibition above about 50%; inactive = the rest. A portion of the library. The share of hits here may be higher or lower than overall.

1. CCOC(=O)c1sc(NC(C)=O)c(C#N)c1C
2. Cc1c(Cl)cccc1N1CCC(C(=O)Nc2ccccc2)C1=O (centres undefined)
3. COC(CN=CC1=C(O)CC(C)(C)CC1=O)OC
4. CCOC(=O)N1CCN(C(=O)CSc2nnc(C3COc4ccccc4O3)o2)CC1 (centres undefined)
5. CCOC(=O)C1CCN(C(=O)c2csc(Nc3ccc(S(C)(=O)=O)cc3)n2)CC1
6. CCOC(=O)c1oc2cc(OCc3ccc(OC)cc3)ccc2c(=O)c1-c1ccc(OC)c(OC)c1
7. CC(=O)N1CCCN(C(=O)Nc2ccccc2)CC1
8. CC1=C(C(=O)Nc2cccc(C(F)(F)F)c2)C(c2cccc(Cl)c2)C2=C(CCCC2=O)N1 (centres undefined)

| assay / compound | 1 | 2 | 3 | 4 | 5 | 6 | 7 | 8 |
| --- | --- | --- | --- | --- | --- | --- | --- | --- |
| Pf apPOL block | · | -3 | -5 | 1 | -6 | -5 | 4 | -6 |
| mHTT CaM bind | 2 | 2 | -2 | -16 | -5 | 30 | -1 | 17 |

9. Cc1ccc2c(c1)C(c1ccccc1)N(C(=O)c1c(F)cccc1Cl)CC(=O)N2 (centres undefined)
10. COc1ccc(CNC(=O)C2CCCN(c3nnc4cccc(C)n34)C2)cc1 (centres undefined)
11. CCOc1ccc(CC2CCC(=O)NC2=O)cc1 (centres undefined)
12. COc1ccc(Br)cc1C1=N/C(=C/c2ccc([N+](=O)[O-])cc2)C(=O)O1
13. COc1ccc(N/C=C(\C#N)c2nc(-c3cccc(Br)c3)cs2)cc1
14. NC(=O)CN1C(=O)C(=Cc2ccco2)N=C1c1ccccc1
15. CCOCCCNC(=O)CCCN1C(=O)CCn2nc(C)cc21
16. O=C(Nc1ccccc1)ON=C1CC2CCCC(C1)N2Cc1cccs1

| assay / compound | 9 | 10 | 11 | 12 | 13 | 14 | 15 | 16 |
| --- | --- | --- | --- | --- | --- | --- | --- | --- |
| Pf apPOL block | 1 | 2 | -1 | -2 | 0 | 3 | -4 | 8&0 |
| mHTT CaM bind | 12 | 9 | -6 | -3 | 9 | · | -8 | · |

17. O=C(NC1CCN(c2ccccc2)C1=O)c1cccc(Br)c1 (centres undefined)
18. Cc1cc([N+](=O)[O-])c(C)cc1-c1ccc(/C=C/c2cc(C(F)(F)F)[nH]c(=O)n2)o1
19. CC1=C(C(=O)Nc2ccc(C)cn2)C(c2ccc(Cl)cc2Cl)C2=C(CC(C)(C)CC2=O)N1 (centres undefined)
20. Cc1cccc(NC(=O)C2CC(=O)OC23CCCCC3)c1 (centres undefined)
21. CC(=O)N(C(C)=O)c1c(N2CCCCC2)c2ccccc2oc1=O
22. COc1cccc(CN2CC(C(=O)NC3CC4CCC3C4)CC2=O)c1 (centres undefined)
23. CC(C)(C)C(=O)OCc1nc(-c2ccc(OC(F)F)cc2)cs1
24. CCOC(=O)N1CCN(Cc2cccc(Cl)c2Cl)CC1

| assay / compound | 17 | 18 | 19 | 20 | 21 | 22 | 23 | 24 |
| --- | --- | --- | --- | --- | --- | --- | --- | --- |
| Pf apPOL block | -2 | -2&-5 | -26 | 3 | 4 | -2 | 0&2 | -2 |
| mHTT CaM bind | -2 | 95*! | 6 | -6 | 25 | 1 | · | -9 |

Exported field by field: entries from further up.
(17) O=C(NC1CCN(c2ccccc2)C1=O)c1cccc(Br)c1 (centres undefined)
  Pf apPOL block = -2	mHTT CaM bind = -2

(18) Cc1cc([N+](=O)[O-])c(C)cc1-c1ccc(/C=C/c2cc(C(F)(F)F)[nH]c(=O)n2)o1
  Pf apPOL block = -2&-5	mHTT CaM bind = 95*!

(19) CC1=C(C(=O)Nc2ccc(C)cn2)C(c2ccc(Cl)cc2Cl)C2=C(CC(C)(C)CC2=O)N1 (centres undefined)
  Pf apPOL block = -26	mHTT CaM bind = 6

Going on with the list:
25. CC(=CC(=O)Nc1cscc1C)C(=O)O
26. CC(=O)N(C)CC(=O)N1CCN(c2cc(C)nc(Nc3ccc(C)cc3)n2)CC1
27. N#CC1(C#N)C2CCCCC23OC(=N)C1(C#N)C(c1ccc(F)cc1)O3 (centres undefined)
28. CN(C)c1ccc(Cc2ccc(N(C)C)cc2)cc1
29. CC(=O)c1ccc(N2C(=O)c3ccc(F)cc3C2=O)cc1
30. COCCN(Cc1ccsc1)C(=O)Nc1cccs1
31. Cn1nc(-c2nc(-c3ccc(F)cc3)no2)c2c1CCN(C(=O)C(C)(C)C)C2
32. O=C(CC1CCN(C(=O)C2CCCCC2)CC1)NCCCN1CCc2ccccc2C1

| assay / compound | 25 | 26 | 27 | 28 | 29 | 30 | 31 | 32 |
| --- | --- | --- | --- | --- | --- | --- | --- | --- |
| Pf apPOL block | 2 | -16 | -1 | -10 | -2 | -2 | -2 | -8 |
| mHTT CaM bind | · | 2 | 2 | · | 0 | -6 | -4 | 14 |

33. COc1ccc(CCNc2ncnc3sc(C)c(C)c23)cc1
34. COc1cccc(-c2ccc3c(N)c(C(=O)Nc4cc(F)ccc4F)sc3n2)c1
35. O=C(c1cc(S(=O)(=O)N2CCOCC2)ccc1Cl)N1CCCCC1
36. COc1ccccc1NC(=O)N1CCC(CNS(=O)(=O)c2cccnc2)CC1
37. COc1ccc(NC(=O)N2CCCC2c2nc(-c3ccc(F)cc3F)no2)cc1Cl (centres undefined)
38. CCC(CC)C(=O)N1CCN(c2nc(CN3CCOCC3)cs2)CC1
39. Cn1nccc1-c1cccc(-c2noc(COc3ccccc3)n2)c1
40. Cn1c(=O)c2c(nc(Br)n2Cc2ccc(F)cc2)n(C)c1=O

| assay / compound | 33 | 34 | 35 | 36 | 37 | 38 | 39 | 40 |
| --- | --- | --- | --- | --- | --- | --- | --- | --- |
| Pf apPOL block | -2 | 5 | 0 | -3 | 0 | -6 | 1 | 3 |
| mHTT CaM bind | 9 | -4 | -4 | -12 | 5 | 4 | -8 | 1 |

41. O=C(CCCc1ccccc1)Nc1ccc([N+](=O)[O-])cc1
42. CN(Cc1cn(Cc2cccc(Cl)c2)nn1)C1CN(Cc2cn(Cc3cccc(Cl)c3)nn2)S(=O)(=O)C1 (centres undefined)
43. CCOc1ccc2c(c1)OC(=Cc1cccc(OCC(=O)OC)c1)C2=O
44. Cc1cccc(-c2nccc(C3CCCN(C(=O)C4CCCC4)C3)n2)c1 (centres undefined)
45. CC1CCN(c2nc3c(c(=O)[nH]c(=O)n3C)n2CCSc2nc3ccccc3o2)CC1
46. O=C(ON=C(c1cccs1)c1cccs1)c1c(F)cccc1F
47. C=CCc1ccccc1OCC(O)CN1CCC(C)CC1 (centres undefined)
48. N[C@@H](CS(=O)O)C(=O)O

| assay / compound | 41 | 42 | 43 | 44 | 45 | 46 | 47 | 48 |
| --- | --- | --- | --- | --- | --- | --- | --- | --- |
| Pf apPOL block | -8 | -2 | -10 | -4 | -4 | -3 | -219&2 | 14 |
| mHTT CaM bind | 0 | 0 | 14 | 5 | 0 | · | 9&-5 | · |

Entries of single compounds from above. Values in the order: Pf apPOL block | mHTT CaM bind
Results for O=C(ON=C(c1cccs1)c1cccs1)c1c(F)cccc1F : -3 | ·
Results for COc1ccccc1NC(=O)N1CCC(CNS(=O)(=O)c2cccnc2)CC1 : -3 | -12
Results for COCCN(Cc1ccsc1)C(=O)Nc1cccs1 : -2 | -6
Results for Cc1cccc(-c2nccc(C3CCCN(C(=O)C4CCCC4)C3)n2)c1 (centres undefined) : -4 | 5

Carrying on:
49. O=C(CN1N=C(c2ccc(Cl)cc2)CCC1=O)NCCC1=CCCCC1
50. O=S(=O)(Oc1cccc(C(F)(F)F)c1)c1cc(S(=O)(=O)c2ccccc2)cs1
51. COc1ccccc1-c1c(C)nn2c(NCCCn3ccnc3)cc(C)nc12
52. Cc1cc(C)n(C(=O)CSc2nc(-c3ccccc3)cc(C(F)(F)F)c2C#N)n1
53. CCOc1cc(/C=C(\C#N)c2nc(-c3ccc(OC)c(OC)c3)cs2)ccc1O
54. CCOC(=O)Oc1cc2c(C(=O)OCC)c(C)oc2cc1Br
55. CCc1ccc(C2CC(c3ccc(OC)c(OC)c3)n3ncnc3N2)cc1 (centres undefined)
56. COc1ccc(/C=C2\N=C(c3c(-c4ccccc4)noc3C)OC2=O)cc1OC

| assay / compound | 49 | 50 | 51 | 52 | 53 | 54 | 55 | 56 |
| --- | --- | --- | --- | --- | --- | --- | --- | --- |
| Pf apPOL block | -13 | -2 | -7 | -6 | 0 | -4&-7 | -5 | -2 |
| mHTT CaM bind | 17 | · | -2 | -20 | 38 | -12&-28 | 22 | 2 |

57. COc1ccc(CNc2nc(-c3ccccc3OC)cc(C(F)(F)F)n2)cc1
58. Cc1ccc(CNC(=O)C2CCCN(c3ccncc3)C2)cc1 (centres undefined)
59. C=CCN1CCS(=O)(=O)N(Cc2ccccc2)[C@@H](C(C)C)C1=O
60. O=C(NCC(c1ccco1)N1CCOCC1)c1ccc2nsnc2c1 (centres undefined)
61. CC(C)CN1C[C@@H]2CSCCS(=O)(=O)N2C1=O
62. Cc1ccc(C)c(-c2cc3c(N4CCC(C(=O)NCc5ccco5)CC4)nccn3n2)c1
63. COc1ccc(N2C(=O)C(O)=C(C(C)=O)C2c2ccc(F)cc2)cc1 (centres undefined)
64. CCOC(=O)C(=CNc1ccccc1-c1nnc(-c2ccc(C(C)(C)C)cc2)o1)C(=O)OCC

| assay / compound | 57 | 58 | 59 | 60 | 61 | 62 | 63 | 64 |
| --- | --- | --- | --- | --- | --- | --- | --- | --- |
| Pf apPOL block | -4 | -3 | -2 | -1 | -2 | 1 | -4 | 4 |
| mHTT CaM bind | -102 | -14 | -2 | -8 | -5 | 6 | 9 | · |

65. O=C(CN1CCC(c2nc(-c3cccc(F)c3)no2)CC1)NCc1ccc2c(c1)OCO2
66. Cc1cc(C)n(C(=O)c2ccco2)n1
67. O=C(CN1C(=O)CCC1=O)N1CCN(CCn2cccn2)CC1
68. O=C1CS(=O)(=O)N(Cc2ccccc2)[C@H]1Cc1ccccc1
69. CCOc1ccccc1N1CCN(S(=O)(=O)c2cc(OC)c(Cl)cc2OC)CC1
70. N#Cc1c(NC(NC(=O)c2cccs2)C(Cl)(Cl)Cl)sc2c1CCCC2 (centres undefined)
71. O=Cc1ccccc1OCc1ccccc1F
72. N#C/C(=C\c1ccccc1F)c1nc(-c2ccc([N+](=O)[O-])cc2)cs1

| assay / compound | 65 | 66 | 67 | 68 | 69 | 70 | 71 | 72 |
| --- | --- | --- | --- | --- | --- | --- | --- | --- |
| Pf apPOL block | -10 | 1 | -6 | 9 | -8 | -3 | -10 | 0 |
| mHTT CaM bind | 5 | -4 | -7 | -7 | -2 | 31 | -27 | 0 |

73. COc1ccc(NC(=O)c2ccccc2Br)cc1
74. CC(=O)N1CCN(c2nc(C3CC3)nc(C)c2Cc2ccccc2F)CC1
75. Cc1nc(-c2ccccc2)nc2c1CC(=O)N2Cc1cccs1
76. CC(=O)N1CCc2cc(N3CC(C(=O)NCc4ccccc4C)CC3=O)ccc21 (centres undefined)
77. COc1ccc(S(=O)(=O)N2CCC(C(=O)NCC3CCCO3)CC2)cc1OC (centres undefined)
78. COc1ccc(C2CC(C(F)(F)F)n3ncc(C(=O)NCc4cccnc4)c3N2)cc1OC (centres undefined)
79. COc1ccc(CCNC(=O)CC2Nc3cc(C)c(C)cc3NC2=O)cc1OC (centres undefined)
80. O=C(CSc1ncccn1)N1c2ccccc2Sc2ccc(Cl)cc21

| assay / compound | 73 | 74 | 75 | 76 | 77 | 78 | 79 | 80 |
| --- | --- | --- | --- | --- | --- | --- | --- | --- |
| Pf apPOL block | -9 | 2 | -6 | -3 | -7 | 1 | 0&7 | 4 |
| mHTT CaM bind | -2 | 8 | 16 | 6 | -1 | 9 | 26&2 | -2 |

81. COc1cccc(C2=N/C(=C/c3ccc(OC)cc3OC)C(=O)O2)c1
82. COc1cccc(CN2CCN(Cc3cccc([N+](=O)[O-])c3)CC2)c1OC
83. O=C(C=Cc1ccco1)NCC1COC2(CCCCC2)O1 (centres undefined)
84. COc1ccccc1NC(=O)N(C1=NCCC1)c1cccc(F)c1
85. O=C(NC1CCCCC1)SCc1ccccc1
86. c1ccc(C2CCC(N3CCN(Cc4ccncc4)CC3)CC2)cc1 (centres undefined)
87. Cc1ccc(C(=O)Nc2ccc(Cl)cc2C)cc1C
88. CCc1ccc2oc(=O)cc(CN3CCCCC3C)c2c1 (centres undefined)

| assay / compound | 81 | 82 | 83 | 84 | 85 | 86 | 87 | 88 |
| --- | --- | --- | --- | --- | --- | --- | --- | --- |
| Pf apPOL block | -2 | 4 | -8 | 7 | -5 | -10 | -11 | -2 |
| mHTT CaM bind | 10 | 7 | -6 | -6 | · | -3 | -7 | -30 |

89. CN1CC(c2noc(C3CC3)n2)C2(CCN(C(=O)c3cnccn3)CC2)C1 (centres undefined)
90. CC(=O)c1cccc(NC(=O)CN2C(=O)NC3(CCCCC3)C2=O)c1
91. COc1cccc(CNC(=O)CC2CCN(C(=O)C3CCCCC3)CC2)c1
92. O=[N+]([O-])c1cc(S(=O)(=O)N2CCC3(CC2)OCCO3)ccc1F
93. CCNC(=O)N1CCC(c2noc(N)c2CC)CC1
94. COc1ccc(-c2csc3ncnc(N4CCN(Cc5ccc6c(c5)OCO6)CC4)c23)cc1
95. COc1ccc(CNc2cccc(C)c2)cc1
96. Cc1cc(C)c(C#N)c(SCc2nnc(-c3ccc(Cl)cc3)o2)n1
97. COc1ccc(C=C2Oc3cc(OCC(N)=O)ccc3C2=O)cc1
98. N#C/C(=C\c1c(Cl)cccc1Cl)c1nc2ccccc2[nH]1
99. Cc1nnc(NC(=O)CSc2nccn2Cc2ccc(Cl)cc2)s1

| assay / compound | 89 | 90 | 91 | 92 | 93 | 94 | 95 | 96 | 97 | 98 | 99 |
| --- | --- | --- | --- | --- | --- | --- | --- | --- | --- | --- | --- |
| Pf apPOL block | -4 | -3 | -4 | 27 | -2 | 2 | 3 | -3 | -4 | -7 | -6 |
| mHTT CaM bind | 4 | 3 | 11 | 49 | -4 | 3 | 11 | -10 | 1 | -8 | 6 |

Compound activity deposited in PubChem by University of Kansas High Throughput Screening Laboratory.
